Exocytosis inh: lytic granule exocytosis inhibition; hit rate 0.66% among 360,000; inhibition, % at 10 µM; TALL-104 LAMP-1 surface exposure, flow cytometry; cells stimulated with thapsigargin and PMA;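 active means inhibition above about 55%, limit read from the data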
PDI turbidity: inhibitors of human protein disulfide isomerase; P07237; PDI insulin aggregation turbidity, A650, 90 min; inhibition, % at 10 µM; hit rate 0.052% among 350,000;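 active means mean inhibition across replicates of 30% or more, whatever share of single replicates reach that level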;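 further: absorbance from insulin aggregation driven by PDI reduction with DTT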
N-glyco inh: blocks N-linked glycosylation in D54 reporter cells; D54 ERlucT glycosylation luciferase reporter, 24 h; percent of 100 nM tunicamycin response; reporter increase, % at 12.5 µM; hit rate 0.23% among 360,000; AID 588692;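 active means mean luciferase reporter signal, scaled so untreated is 0 and the glycosylation-blocking control 100, at or above a set limit in every replicate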;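 further: luciferase carries N-glycosylation sites so blocking glycosylation raises the light; 0% = median of neutral control wells and 100% = median of 100 nM tunicamycin wells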
ABHD5-PLIN5 inh: blocks binding of human ABHD5 to perilipin-5 | inhibition, % at 4 µM | hit rate 0.78% among 360,000 | Q00G26+Q8WTS1 | Split G. princeps luciferase complementation, luminescence, 4 h;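 active means inhibition above the mean inhibition across every tested compound plus 3 SD, cut at about 22% in these data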;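 further: 0% = DMSO only wells and the 100% control is not disclosed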
Target sequence (Q00G26 whole entry, looked up): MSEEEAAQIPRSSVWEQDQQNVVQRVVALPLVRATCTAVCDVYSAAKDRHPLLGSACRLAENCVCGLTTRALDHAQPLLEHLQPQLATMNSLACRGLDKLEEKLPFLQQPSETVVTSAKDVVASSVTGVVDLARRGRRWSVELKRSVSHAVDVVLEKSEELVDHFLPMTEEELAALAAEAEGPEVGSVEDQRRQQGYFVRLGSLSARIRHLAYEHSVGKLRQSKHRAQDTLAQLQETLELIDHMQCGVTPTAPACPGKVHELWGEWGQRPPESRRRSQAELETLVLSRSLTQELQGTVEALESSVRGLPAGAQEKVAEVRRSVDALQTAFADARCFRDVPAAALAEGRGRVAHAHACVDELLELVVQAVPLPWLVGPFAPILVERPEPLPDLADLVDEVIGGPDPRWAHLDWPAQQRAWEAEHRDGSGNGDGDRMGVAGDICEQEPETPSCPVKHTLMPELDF
Target sequence (Q8WTS1 whole entry, looked up): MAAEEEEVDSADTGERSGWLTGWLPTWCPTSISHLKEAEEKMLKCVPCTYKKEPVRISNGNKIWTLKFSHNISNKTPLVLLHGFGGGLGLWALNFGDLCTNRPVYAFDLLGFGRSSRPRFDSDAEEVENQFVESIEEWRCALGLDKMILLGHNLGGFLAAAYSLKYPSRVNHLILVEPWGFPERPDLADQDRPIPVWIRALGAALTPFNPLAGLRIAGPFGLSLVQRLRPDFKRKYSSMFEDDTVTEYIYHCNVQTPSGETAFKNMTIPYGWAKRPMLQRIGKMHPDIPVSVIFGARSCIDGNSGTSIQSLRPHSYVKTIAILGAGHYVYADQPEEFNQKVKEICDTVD
Cardio protect: myocardial damage modulation in H9c2 cells; H9c2 cardiomyocytes, H2O2 injury protection, ATPLite, 2 h; protection from H2O2 cell death, % at 20 µM; hit rate 0.63% among 360,000; AID 588492;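 active means compounds giving at least 50% protection of heart cells from peroxide-induced death in the single-dose screen, raw or plate-pattern-corrected value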;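 further: 0% = DMSO wells with peroxide and 100% = DMSO wells without peroxide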
ABCB6 inh MLPCN: blocks the human ABCB6 transporter; fluorescence ratio to DMSO, % at 10 µM; hit rate 0.19% among 360,000; K562-ABCB6 porphyrin accumulation, flow cytometry, 1 h; hits give low values; Q9NP58; AID 602162;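 active means fluorescence ratio to DMSO below 75%, the collection mean minus 3 SD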;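 further: signal is porphyrin accumulated inside mitochondria; 100% equals median channel fluorescence of DMSO control wells; lower ratio means ABCB6 inhibition with less porphyrin fluorescence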
MC4R antag cAMP: antagonists of human melanocortin 4 receptor (MC4R); inhibition, % at 6.5 µM; MC4R-expressing cells, MTII-stimulated cAMP, LANCE TR-FRET; hit rate 0.48% among 360,000;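 active means inhibition above its plate's cutoff, the mean of tested wells on that plate plus 3 SD, cut at about 29% in these data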;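 further: 0% = Melanotan II alone and 100% = Melanotan II plus saturating MCL0020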
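Test system: U2OS cells stably expressing human melanocortin 4 receptor (MC4R); also added: Melanotan II challenge; compound: 6.5 µM single dose; timing: 30-min compound preincubation, 1-h Melanotan II challenge, 1-h detection, room temperature; signal: Eu-cAMP/anti-cAMP TR-FRET, emission 671 nm; repeats: one well per compound, no replicates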
MC4R ag barr: human MC4R agonism via beta-arrestin; hit rate 0.98% among 360,000; AID 540308; P32245; U2OS MC4R beta-arrestin complementation, luminescence; percent of melanotan II response, DMSO zero; activation, % at 8.9 µM;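 active means activation above a per-plate cutoff, the mean activation of sample wells on that plate plus 3 SD, cut at about 8% in these data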
CaV13 ICDI inh: Disruptors of the CACNA1D IQ motif to Ca2+-dependent inactivation inhibitor domain association, primary screening, Förster resonance energy transfer in intact living …. HEK cells, CFP/YFP FRET ICDI-IQ, plate reader, 10 min; percent FRET-ratio fall versus neutral wells. inhibition, % at 12.3 µM. hit rate 0.098% among 340,000;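 active means mean replicate inhibition of at least 30% and at least 1% of replicates passing that level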;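 further: 0% = median of the neutral control wells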
HTR2A ag: mouse HTR2A agonism via beta-arrestin recruitment. P35363. CHO-K1 mHTR2A beta-arrestin complementation, luminescence; percent of 30 µM serotonin response. activation, % at 7.6 µM. hit rate 0.66% among 360,000. AID 624169;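 active means activation above a run cutoff, the mean activation of all tested compounds plus 3 SD, cut at about 14% in these data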;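 further: 0% = plate median of compound wells and 100% = 30 µM serotonin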
Active calls of the source: *; · = not tested or not shown; & = joins results of further samples.

SMILES	Exocytosis inh	PDI turbidity	N-glyco inh	ABHD5-PLIN5 inh	Cardio protect	ABCB6 inh MLPCN	MC4R antag cAMP	MC4R ag barr	CaV13 ICDI inh	HTR2A ag
CCOC(=O)C1CCCN(C(=O)c2ccc(C)c(F)c2)CC1 (centres undefined)	-5.9	0.6	-0.6	-6.2	-4.2	103.0	6.5	-1.2	-4.6	-0.9
CCC(C)N(C)C1CCN(C(=S)Nc2cccc(SC)c2)CC1 (centres undefined)	0.2	2.5	-1.6	3.0	0.5	96.0	-1.6	0.9	3.6	-3.1
CCOc1ccc2nc(Cl)c(C3CC(c4ccco4)=NN3S(=O)(=O)c3ccccc3)cc2c1 (centres undefined)	-2.0	-2.8	-4.8	14.6	-2.4	90.0	7.6	-1.9	-3.4	-2.7
CCOC(=O)N1CCC(N2CC34C=CC(O3)C(C(=O)Nc3ccc(F)cc3)C4C2=O)CC1 (centres undefined)	-7.8	·	1.4	3.5	2.0	98.0	2.4	-0.7	·	4.5
CCCNC(=O)C1(C)CCN(C(=O)c2cccc(C(F)(F)F)c2)C1 (centres undefined)	0.8	0.3	2.9	-7.2	1.6	95.0	-3.0	-2.5	-4.8	0.0
Cc1ccccc1C(=O)OCc1nnc(-c2ccc(Cl)cc2)o1	0.2	-7.0	0.7	-1.5	-5.6	92.0	-0.5	-1.2	-6.3	5.3
COc1ccc(OC)c(C(=O)Cn2nnc3ccccc3c2=O)c1	3.0	-13.8	-1.8	-1.1	5.2	103.0	-2.4	-0.6	-8.9	9.2
O=C(c1ccco1)N1CCN(C(c2ccccc2Cl)c2nnnn2CC2CCCO2)CC1 (centres undefined)	-1.7	-2.5	0.4	3.0	12.1	94.0	5.3	1.5	·	-1.9
CCOc1ccc(-c2noc(CCC(=O)NC)n2)cc1OCC	-0.3	6.6	-0.2	5.4	3.7	91.0	2.4	0.8	-4.8	2.2
CCOC(=O)c1cc2c(=O)n3ccccc3nc2n(Cc2ccco2)c1=NC(=O)c1ccccc1OCC	2.4	-4.5	1.6	24.4*	32.9	97.0	3.9	-0.6	-2.4	10.2
Cc1ccc(OCC(=O)Nc2ccc(O)c(-c3nc4ccccc4o3)c2)cc1	-0.3	3.1	0.8	6.5	-17.5	100.0	2.2	8.6*	-5.1	-5.4
COCCNC(=O)CS(=O)Cc1nc(-c2ccc(Cl)cc2)oc1C (centres undefined)	21.4	·	0.6	-12.9	-3.4	96.0	20.6	1.3	-9.7	1.1
CN(C)/C=N/NC(=O)c1ccccc1Cl	3.4	2.0	-0.7	-1.5	0.5	99.0	4.5	0.7	-4.2	6.8
NC(=O)CSc1nc2sc(-c3ccccc3)cc2c(=O)n1N	1.6	0.7	-10.4	9.3	-2.9	95.0	16.5	0.7	·	2.0
Cc1cc(C(=O)NNC(=O)/C=C/c2ccc(F)cc2)c(C)o1	-1.5	1.9	3.2	-2.7	1.3	105.0	-1.9	-0.9	-7.0	-2.2
Cc1cc(-c2ccccc2)nc2[nH]n(-c3ccccc3)c(=O)c12	-7.8	4.9	0.9	2.3	0.2	93.0	0.3	-2.3	-5.1	-5.4
COCCn1c(SCC(=O)N2CCCc3ccccc32)nc2c(c1=O)SC(C)C2 (centres undefined)	-7.7	·	4.7	0.4	7.2	100.0	5.8	0.6	-2.5	13.2
S=c1[nH]nc(Cn2c(-c3ccccn3)nc3ccccc32)n1-c1ccc2c(c1)OCCO2	2.6	3.6	-2.0	-5.4	2.3	98.0	4.8	-1.5	-7.6	-0.7
CCOC(=O)c1ccccc1NC(=O)CN1CCC(n2nnc3cc(C(F)(F)F)ccc32)CC1	2.5	-3.8	-7.4	-0.8	0.4	95.0	9.5	-1.2	-6.2	0.7
CCOC(=O)c1nnn(-c2nc(N(C)C)nc(N(C)C)n2)c1C	4.2	2.5	0.6	-0.2	0.2	97.0	8.8	-3.6	8.7	-4.7
CCOC(=O)C1=C[C@@H](C(C)C)N(S(=O)(=O)c2ccc(C)cc2)[C@H]1c1ccc(C(C)C)cc1	1.8	·	-6.1	-5.4	-6.8	92.0	·	·	-6.6	-2.4
Cc1ccc(-n2cccn2)c(CN2CCCC(CNC(=O)c3ccc(F)cc3)C2)c1 (centres undefined)	-2.0	-1.3	1.4	0.3	5.4	97.0	-0.5	-4.2	-5.3	-4.7
COCCCNC(=O)COc1ccc(S(=O)(=O)NCc2ccccc2)cc1Cl	-2.9	-5.8	2.7	-4.1	-5.0	98.0	7.0	-0.8	-7.1	0.7
COc1ccccc1N1CCN(C(=O)C2=CC=CN3CCS(=O)(=O)N=C23)CC1	1.2	2.1	-0.5	4.0	6.9	95.0	21.9	-1.8	-3.3	-1.2
O=C(CCc1nnc(-c2ccc(-c3ccccc3)cc2)o1)N1CCCCC1	-4.1	-9.1	-2.3	0.5	-12.0	97.0	2.1	-2.8	-5.4	-8.6
COC(=O)c1sc2cnccc2c1N	-1.4	3.9	1.1	6.0	0.8	96.0	-2.3	-1.0	-8.1	4.6
COC(=O)c1sc(NC(=O)COc2ccccc2OC)nc1C	0.9	9.0	2.5	-0.4	-5.1	82.0	5.0	-0.9	-8.8	0.2
C=CCn1c(P(C)(=O)O)nc2ccccc21	-2.1&-5.0	3.4&-3.4	1.9&0.0	4.5&3.8	2.4&6.6	100.0&100.0	1.5&1.6	-0.1&-1.3	8.4&-4.0	3.4&4.7
Cc1ccc(S(=O)(=O)N2CCN(c3ncnc4sccc34)CC2)cc1C	11.4	-7.8	0.8	4.8	-20.0	94.0	11.4	-1.8	-5.4	7.2
COC(=O)c1ccc(OC)c(CSc2nnc(COc3ccc(Cl)cc3)o2)c1	5.8	-13.2	-4.9	5.4	-9.5	98.0	4.4	0.7	-3.9	-3.5

2 records picked at random from those above, as already listed:
SMILES	Exocytosis inh	PDI turbidity	N-glyco inh	ABHD5-PLIN5 inh	Cardio protect	ABCB6 inh MLPCN	MC4R antag cAMP	MC4R ag barr	CaV13 ICDI inh	HTR2A ag
COCCCNC(=O)COc1ccc(S(=O)(=O)NCc2ccccc2)cc1Cl	-2.9	-5.8	2.7	-4.1	-5.0	98.0	7.0	-0.8	-7.1	0.7
Cc1ccc(S(=O)(=O)N2CCN(c3ncnc4sccc34)CC2)cc1C	11.4	-7.8	0.8	4.8	-20.0	94.0	11.4	-1.8	-5.4	7.2

Next part:
SMILES	Exocytosis inh	PDI turbidity	N-glyco inh	ABHD5-PLIN5 inh	Cardio protect	ABCB6 inh MLPCN	MC4R antag cAMP	MC4R ag barr	CaV13 ICDI inh	HTR2A ag
CCC(=O)c1cc2c(cc1NC(=O)c1cccs1)OCCO2	2.1	11.0	4.9	3.9	-10.9	96.0	3.1	23.2*	-9.4	-3.1
O=C(c1ccccc1)C1Oc2ccccc2C2CC(c3cccs3)=NN12 (centres undefined)	-0.5	-9.1	-4.0	-1.4	1.7	103.0	7.2	0.0	-9.4	-6.4
CC(C)c1ccc(N(C)C(=O)Cc2c(C(=O)O)n(C)c3ccccc23)cc1	1.0	11.6	3.7	-3.7	-2.1	99.0	3.5	0.2	-5.1	-2.8
COc1ccc(F)cc1C(=O)C1CCCN(C(=O)CCc2ccccn2)C1 (centres undefined)	0.0	-3.9	1.6	1.2	-0.1	101.0	-5.9	-0.8	-3.2	-4.5
Cc1nc2ccccn2c1-c1ccnc(=S)[nH]1	18.2	12.7	1.2	1.5	1.4	95.0	11.7	-3.4	-13.5	-3.0
CC(C)Oc1cccc(C(=O)Nc2ccccc2N2CCOCC2)c1	0.7	-6.1	-3.1	3.5	-2.7	91.0	3.6	-1.9	-4.2	-4.0
Cc1ccc(CNC(=O)C2CCN(c3nnc(N4CCCC4=O)s3)CC2)cc1	0.1	·	0.8	5.7	-9.6	100.0	8.1	0.5	-2.7	7.6
CCN(CC)N=Nc1ccc(S(=O)(=O)N2CCSC2C(=O)O)cc1 (centres undefined)	1.1	11.5	1.2	-2.8	4.5	103.0	3.0	-0.2	-5.0	1.2
Cc1ccccc1NC(=O)CCS(=O)(=O)c1ccc(Br)cc1	-2.5	6.1	0.5	-4.8	-6.1	99.0	8.5	-0.3	-19.7	3.0
C=CCSc1nnc(NC(=O)CCNC(=O)c2ccco2)s1	6.8	4.5	0.2	8.7	4.2	95.0	10.2	-0.6	-3.0	-0.6
COc1ccc(CNC(=O)C2CCC(=O)N(CCCN3CCCC3=O)C2)c(OC)c1 (centres undefined)	-0.6	0.6	-0.5	-2.1	-3.2	99.0	-1.9	0.0	-13.7	2.0
O=C(NCc1cccs1)c1cc2c(s1)-c1ccccc1OC2	-3.4	7.6	-3.1	1.9	-3.8	100.0	9.6	0.9	-5.0	-2.9
O=C(NCCCCC(NC(=O)c1ccc([N+](=O)[O-])cc1)C(=O)O)c1ccc([N+](=O)[O-])cc1 (centres undefined)	-2.9	10.2	0.2	0.9	10.5	105.0	-2.2	0.5	-6.2	3.7
CCOC(=O)c1cnc2ccc(OCC)cc2c1NCCN1CCOCC1	-7.6	-20.6	6.3	-3.0	-11.7	93.0	20.9	-1.6	-6.4	-2.6
CCNC(=O)CC1C(=O)N(c2ccc(OC)cc2)C(=O)N1Cc1ccc(OC)cc1 (centres undefined)	0.1	-1.4	2.2	-0.9	4.7	100.0	7.4	0.3	-6.2	-2.7
Cc1ccccc1OCC(=O)Nc1cc(S(=O)(=O)N2CCOCC2)ccc1N1CCCC1	1.7	8.1	1.8	0.2	-0.8	95.0	5.1	-0.3	-5.5	-6.4
CCc1nnc(NC(=O)C2Cc3ccccc3C(=O)O2)s1 (centres undefined)	-7.8	·	-0.2	1.4	-0.7	101.0	13.6	0.5	-6.9	1.1
CC(C)C(=O)Nc1sc2c(c1-c1nc3ccccc3[nH]1)CCCC2	-0.2	1.5	2.6	-13.2	1.4	120.0	8.5	1.8	-4.8	-0.7
CO/N=C/c1c(C(=O)OC)nn(-c2ccccc2)c1Cl	0.2	-0.3	1.6	-2.7	0.3	103.0	-3.0	-2.5	-23.6	2.1
Cc1ccc2nc(/C(C#N)=C\c3ccc([N+](=O)[O-])o3)[nH]c2c1	62.1*	9.6	-11.3	-10.3	-14.8	893.0	-47.3	766.2*	·	12.0
O=C(N/N=C\c1ccc[nH]1)C1COc2ccccc2O1 (centres undefined)	9.1	2.9	-2.4	-2.3	1.1	95.0	-0.8	0.5	-4.4	-0.3
Cc1cc(C(=O)NCc2cccnc2)cs1	-2.5	-2.7	1.9	3.1	-4.4	94.0	3.3	-0.4	-5.2	1.2
CC(C)(C)NC(=O)C(OC(=O)c1cccs1)c1ccc(F)cc1 (centres undefined)	65.8*	1.1	2.1	-8.4	5.7	103.0	22.0	0.6	2.3	0.8
Cn1c(SCC(=O)NCc2ccco2)nnc1-c1c[nH]c2ccccc12	-0.8	·	0.5	-1.9	3.0	96.0	2.2	-0.7	-3.0	3.8
CC(C)Sc1ncnc2[nH]ncc12	1.4	-4.6	-6.4	1.4	-0.5	96.0	0.1	0.3	-6.0	1.1
CCCCSc1nc2c(=O)[nH][nH]c(=O)c2n1Cc1ccccc1	-2.9	-4.1	-2.7	3.1	-3.0	88.0	3.2	-1.7	·	0.6
CCOC(=O)N1CCC2(CC1)NCCc1c2[nH]c2ccccc12	7.0	7.8	-1.5	2.8	3.9	103.0	-3.4	-1.5	-2.3	-2.6

Assay outcomes (PubChem)
